Keap1 Nrf2 FP = disrupts human Keap1 binding to Nrf2 peptide; AID 504523; inhibition, % at 9.4 µM; 340,000 tested, 0.15% active; Q14145; Keap1 Kelch-Nrf2 peptide fluorescence polarization, 1536-well; in the data active means inhibition above about 12%;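 further: human Keap1 Kelch domain with fluorescein labeled Nrf2 9mer peptide probe; 0% = neutral control wells and 100% = peptide positive control; higher means more block of Keap1 binding to Nrf2 peptide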
Target sequence (Q14145 whole entry, looked up, the tested form may be a part): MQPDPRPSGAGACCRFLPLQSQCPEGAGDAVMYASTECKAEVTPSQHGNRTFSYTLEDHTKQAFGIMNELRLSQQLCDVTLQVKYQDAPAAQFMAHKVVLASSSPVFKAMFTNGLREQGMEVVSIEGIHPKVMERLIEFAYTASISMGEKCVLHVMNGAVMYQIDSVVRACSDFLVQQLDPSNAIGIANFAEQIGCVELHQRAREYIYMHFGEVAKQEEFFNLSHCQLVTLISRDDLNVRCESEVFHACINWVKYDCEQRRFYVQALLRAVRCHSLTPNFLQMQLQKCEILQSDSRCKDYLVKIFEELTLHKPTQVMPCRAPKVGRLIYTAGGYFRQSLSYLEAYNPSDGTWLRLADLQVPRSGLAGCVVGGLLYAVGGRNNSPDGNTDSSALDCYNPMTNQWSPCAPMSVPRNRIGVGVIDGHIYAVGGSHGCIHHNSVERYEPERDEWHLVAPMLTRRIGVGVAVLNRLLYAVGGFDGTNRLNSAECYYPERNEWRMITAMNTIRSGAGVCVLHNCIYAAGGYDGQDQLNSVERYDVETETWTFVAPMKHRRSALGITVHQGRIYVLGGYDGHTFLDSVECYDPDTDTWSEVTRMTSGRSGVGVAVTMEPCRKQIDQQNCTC
HTR5A inv ctr = HTR5A inverse agonism, opioid heterodimer counter-screen | HTR5A cell line, luminescence | inhibition, % at 9.3 µM | 340,000 tested, 0.083% active | AID 504634; in the data active means inhibition mostly above about 23%, no sharp cut-off; inactive means mostly below about 18%;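 further: 0% = cells with DMSO and 100% = no-cell wells with DMSO; some compounds called inactive have numbers as strong as hits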
Target sequence (P47898 whole entry, looked up): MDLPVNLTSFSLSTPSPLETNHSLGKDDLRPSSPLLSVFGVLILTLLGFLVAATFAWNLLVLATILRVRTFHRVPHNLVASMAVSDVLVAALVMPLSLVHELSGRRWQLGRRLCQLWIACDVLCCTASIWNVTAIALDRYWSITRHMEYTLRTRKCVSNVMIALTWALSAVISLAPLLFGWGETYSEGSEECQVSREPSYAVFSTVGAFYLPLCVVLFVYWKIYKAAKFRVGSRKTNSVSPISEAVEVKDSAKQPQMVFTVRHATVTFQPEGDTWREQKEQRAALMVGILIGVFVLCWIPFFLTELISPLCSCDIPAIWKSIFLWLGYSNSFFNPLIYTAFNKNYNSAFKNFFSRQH
cardiac RTF act = cardiac RTF calcium sensitization | IANBD-labeled TnC RTF fluorescence at EC20 calcium; 0% EC20 calcium, 100% full calcium | 340,000 tested, 0.24% active | activation, % at 7.2 µM | AID 493008 | P19429+P45379;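 active means activation above the mean over all tested compounds plus 3 SD, cut at about 30% in these data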;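 further: rise in fluorescence read as greater calcium sensitivity of cardiac thin filaments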
RTF Ca sens inh = cardiac RTF calcium desensitization; P19429+P45379; IANBD-labeled cardiac RTF, Ca2+ fluorescence; inhibition, % at 7.15 µM; 340,000 tested, 0.12% active; AID 493244;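 active means inhibition above the mean inhibition of all tested compounds plus 3 SD, cut at about 17% in these data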;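 further: assay run at fixed EC70 calcium of 1.6 mM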
C-LANA FP = blocks KSHV LANA C-terminal domain binding to DNA; MBP-C-LANA/FAM-LBS DNA binding, fluorescence polarization; inhibition, % at 9 µM; 340,000 tested, 0.078% active;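 active means highest replicate inhibition at or above 60% at 9 µM, even if other replicates fall short; inactive means all replicates below 60% inhibition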;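 further: 0% = neutral control wells and 100% = 4 µM acridine orange control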
MOR-DOR ag = agonists of human mu-delta opioid receptor heterodimerization; 340,000 tested, 0.3% active; AID 504326; cells, OPRM1-OPRD1 heterodimerization, luminescence; activation, % at 9.3 µM; P35372+P41143; in the data active means activation above about 18%;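 further: 0% = vehicle-treated cells and 100% = reference agonist; values of inactives mirror those of a sister screen read the other way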
MOR-DOR inv ag = mu-delta opioid heterodimer inverse agonism; P35372+P41143; cell-based MOR-DOR heterodimer luminescence; inhibition, % at 9.3 µM; 340,000 tested, 0.21% active; in the data active means inhibition above about 22%, passing the limit was not always enough;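 further: 0% = cells with DMSO and 100% = wells without cells with DMSO; values of inactives mirror those of a sister screen read the other way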
V-ATPase pHluor = regulators of yeast V-ATPase proton transport | response, % at 10 µM | 350,000 tested, 0.37% active | S. cerevisiae, pHLuorin cytosolic pH fluorescence; in the data active means response mostly above about 7.3%, no sharp cut-off; inactive means mostly below about 5.4%; further: actives read high; inactives centre near 0; some compounds called inactive have numbers as strong as hits; reference of the scale not given here
HTR5A ag ctr = HTR5A agonism, opioid heterodimer counter-screen; HTR5A agonist assay, luminescence, cell-based; 340,000 tested, 0.61% active; P47898; activation, % at 9.3 µM; AID 504692; in the data active means activation mostly above about 9.5%, no sharp cut-off; inactive means mostly below about 7.6%;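 further: 0% = cells with vehicle only and 100% = reference agonist; strong numbers were not always called active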
CAL PDZ FP = inhibitors of human CAL PDZ peptide binding; AID 602252; 300,000 tested, 0.92% active; purified CAL PDZ, TMR-peptide fluorescence polarization, 1 h; Q9HD26; inhibition, % at 24.9 µM;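 active means mean inhibition of at least 30% with at least half of replicates also reaching 30%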;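 further: 0% = DMSO neutral control and 100% = excess unlabeled competitor peptide PRC23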
Numbers without * were called inactive.

Cc1cc(=O)oc2cc(OCC(=O)N3CCN(c4ccccc4)CC3)ccc12 was read as Keap1 Nrf2 FP -0.2, HTR5A inv ctr 20.0, cardiac RTF act 3.5, RTF Ca sens inh -8.1, C-LANA FP -0.6, MOR-DOR ag -1.8, MOR-DOR inv ag 7.3, V-ATPase pHluor 1.2, HTR5A ag ctr -8.1 and CAL PDZ FP -3.7.
Screening CS(=O)(=O)c1ccc(C(=O)OCC(=O)Nc2cccnc2Cl)cc1[N+](=O)[O-] returned Keap1 Nrf2 FP 0.2, HTR5A inv ctr 18.6, cardiac RTF act 17.2, RTF Ca sens inh -12.2, C-LANA FP -4.0, MOR-DOR ag 1.0, MOR-DOR inv ag -3.8, V-ATPase pHluor 1.8, HTR5A ag ctr -1.5 and CAL PDZ FP -2.3.
Cc1ccc(C)c(C(=O)CCC(=O)N2CCN(c3cccc(C(F)(F)F)c3)CC2)c1 was read as Keap1 Nrf2 FP -7.9, HTR5A inv ctr 10.2, cardiac RTF act 2.8, RTF Ca sens inh -1.8, C-LANA FP -1.0, MOR-DOR ag 2.6, MOR-DOR inv ag -10.8, V-ATPase pHluor 5.8, HTR5A ag ctr -4.2 and CAL PDZ FP 0.3.
CC(=O)Nc1cccc(C(=O)OCC(=O)NC(C)c2ccc(F)cc2)c1 (configuration not stated) was read as Keap1 Nrf2 FP 6.6, HTR5A inv ctr -6.3, cardiac RTF act 1.6, RTF Ca sens inh -2.6, C-LANA FP 0.7, MOR-DOR ag -1.3, MOR-DOR inv ag 6.1, V-ATPase pHluor 1.4, HTR5A ag ctr 2.5 and CAL PDZ FP -2.3.
`O=C1CC(c2ccco2)Sc2ccccc2N1` (configuration not stated) gave Keap1 Nrf2 FP -2.9, HTR5A inv ctr 4.2, cardiac RTF act 2.6, RTF Ca sens inh -7.0, C-LANA FP 1.5, MOR-DOR ag -1.8, MOR-DOR inv ag 8.1, V-ATPase pHluor 1.0, HTR5A ag ctr -1.1 and CAL PDZ FP -0.5.
Cc1cc(C)c2c(N)c(C(=O)Nc3ncc(C)s3)sc2n1 was read as Keap1 Nrf2 FP -1.5, HTR5A inv ctr 20.1, cardiac RTF act -1.2, RTF Ca sens inh 5.7, C-LANA FP 0.7, MOR-DOR ag -0.6, MOR-DOR inv ag 3.6, V-ATPase pHluor -5.8, HTR5A ag ctr 2.7 and CAL PDZ FP -2.0.
Screening COc1ccc(C/C(O)=C(\C#N)c2nc3ccccc3s2)cc1 returned Keap1 Nrf2 FP -3.0, HTR5A inv ctr 6.2, cardiac RTF act 4.6, RTF Ca sens inh -2.1, C-LANA FP -1.2, MOR-DOR ag -1.3, MOR-DOR inv ag 7.5, V-ATPase pHluor -0.8, HTR5A ag ctr 4.5 and CAL PDZ FP -3.4.
For COC(=O)C1=C(C(=O)OC)[C@@H]2Nc3ccccc3[C@@]23C[C@@H](C(=O)OC)N(C(=O)CC(C)C)C3=N1 the results were Keap1 Nrf2 FP -2.0, HTR5A inv ctr -5.9, cardiac RTF act -0.8, RTF Ca sens inh -3.4, C-LANA FP 0.9, MOR-DOR ag 0.2, MOR-DOR inv ag -0.8, V-ATPase pHluor -3.9, HTR5A ag ctr 3.9 and CAL PDZ FP 0.1.
For CC[N+](C)(C)CCN(Cc1ccc(Cl)cc1)c1ccccn1 the results were Keap1 Nrf2 FP -1.7, HTR5A inv ctr -17.2, cardiac RTF act 6.7, RTF Ca sens inh -16.0, C-LANA FP -0.1, MOR-DOR ag -0.6, MOR-DOR inv ag 3.3, V-ATPase pHluor 2.1, HTR5A ag ctr 6.5 and CAL PDZ FP 2.4.
`Cc1cccc(C)c1NC(=O)CN(C)C(=O)CSCc1c(C)noc1C` gave Keap1 Nrf2 FP 3.3, HTR5A inv ctr 6.1, cardiac RTF act -2.9, RTF Ca sens inh 8.5, C-LANA FP 0.5, MOR-DOR ag -0.6, MOR-DOR inv ag 3.3, V-ATPase pHluor 3.3, HTR5A ag ctr 1.3 and CAL PDZ FP -3.5.
For CCOc1nc2cnccc2n(CC(=O)Nc2ccccc2F)c1=O the results were Keap1 Nrf2 FP -7.0, HTR5A inv ctr -16.0, cardiac RTF act -0.2, RTF Ca sens inh -3.2, C-LANA FP -0.6, MOR-DOR ag -1.8, MOR-DOR inv ag 9.4, V-ATPase pHluor 5.7, HTR5A ag ctr -2.3 and CAL PDZ FP -3.1.
Screening O=C1c2ccccc2C(=O)N1c1ccc(S(=O)(=O)N2CCN(c3ccccc3)CC2)cc1 returned Keap1 Nrf2 FP 1.2, HTR5A inv ctr -18.9, cardiac RTF act -4.6, RTF Ca sens inh -4.9, C-LANA FP 1.3, MOR-DOR ag -2.3, MOR-DOR inv ag 12.3, V-ATPase pHluor -5.3, HTR5A ag ctr 5.2 and CAL PDZ FP -5.9.
Screening CC(CN(C)Cc1ccccc1)OC(=O)c1cccs1 (configuration not stated) returned Keap1 Nrf2 FP 4.9, HTR5A inv ctr -3.0, cardiac RTF act 1.3, RTF Ca sens inh -13.2, C-LANA FP 0.2, MOR-DOR ag 9.8, MOR-DOR inv ag -54.2, V-ATPase pHluor 0.5, HTR5A ag ctr 2.5 and CAL PDZ FP -4.2.
For CCSc1nc2c(c(=O)[nH]1)C(C(C)C)C(C#N)=C(N)O2 (configuration not stated) the results were Keap1 Nrf2 FP -5.3, HTR5A inv ctr -2.6, cardiac RTF act 7.7, RTF Ca sens inh -8.9, C-LANA FP -1.2, MOR-DOR ag -1.9, MOR-DOR inv ag 9.7, V-ATPase pHluor 0.1 and HTR5A ag ctr 0.9.
For C=CCOc1ccc(/C(O)=C2\C(=O)C(=O)N(CCCOC)C2c2ccc(O)c(OC)c2)cc1 (configuration not stated) the results were Keap1 Nrf2 FP -0.2, HTR5A inv ctr -9.2, cardiac RTF act 10.6, RTF Ca sens inh 0.5, C-LANA FP -0.1, MOR-DOR ag -0.9, MOR-DOR inv ag 5.0, V-ATPase pHluor 2.8, HTR5A ag ctr -3.8 and CAL PDZ FP -2.5.
Screening NNC(=O)c1sc2cc(C(F)(F)F)cnc2c1-c1ccccn1 returned Keap1 Nrf2 FP 1.4, C-LANA FP -0.3, V-ATPase pHluor -0.7 and CAL PDZ FP 3.0.
CCn1c(O)c(N=NC(=O)C(O)c2ccccc2)c2ccccc21 (configuration not stated) was read as Keap1 Nrf2 FP -4.1, HTR5A inv ctr -0.1, cardiac RTF act 3.2, RTF Ca sens inh 0.3, C-LANA FP -0.4, MOR-DOR ag -2.0, MOR-DOR inv ag 10.2, V-ATPase pHluor 6.1, HTR5A ag ctr 0.0 and CAL PDZ FP -2.3.
For COc1ccccc1OC(C)C(=O)N1CCC(Cc2ccccc2)CC1 (configuration not stated) the results were Keap1 Nrf2 FP -7.3, HTR5A inv ctr 7.2, cardiac RTF act 0.5, RTF Ca sens inh 10.3, C-LANA FP -3.6, MOR-DOR ag 1.1, MOR-DOR inv ag -5.9, V-ATPase pHluor -1.8, HTR5A ag ctr -2.7 and CAL PDZ FP 1.0.
Cc1ccc(NC(=O)COC(=O)Cc2ccsc2)c(C)c1 was read as Keap1 Nrf2 FP -5.7, HTR5A inv ctr 11.4, cardiac RTF act -2.5, RTF Ca sens inh -0.9, C-LANA FP -0.1, MOR-DOR ag -0.1, MOR-DOR inv ag 0.8, V-ATPase pHluor 2.2, HTR5A ag ctr -4.4 and CAL PDZ FP -3.4.
`CC(C)CCNC(=O)c1onc(CSc2ccncc2)c1C(=O)NCCC(C)C` gave Keap1 Nrf2 FP 5.0, HTR5A inv ctr -8.5, cardiac RTF act -7.9, RTF Ca sens inh 4.0, C-LANA FP -1.2, MOR-DOR ag 1.8, MOR-DOR inv ag -11.3, V-ATPase pHluor -5.8, HTR5A ag ctr 2.2 and CAL PDZ FP -0.3.
Screening COc1ccccc1C(=O)Nc1nnc(-c2ccc3c(c2)CCCC3)o1 returned Keap1 Nrf2 FP -1.4, HTR5A inv ctr -21.6, cardiac RTF act -0.1, RTF Ca sens inh -6.7, C-LANA FP -0.9, MOR-DOR ag 2.6, MOR-DOR inv ag -15.7, V-ATPase pHluor -0.9 and HTR5A ag ctr 7.4.
Screening Cc1cc2c3c(c1C)C1(C(=O)N3C(C)(C)CC2C)C(C#N)=C(N)Oc2cc(O)ccc21 (configuration not stated) returned Keap1 Nrf2 FP -1.3, HTR5A inv ctr 5.2, cardiac RTF act 5.4, RTF Ca sens inh -2.8, C-LANA FP -1.4, MOR-DOR ag 0.5, MOR-DOR inv ag -2.7, V-ATPase pHluor 0.8, HTR5A ag ctr 4.8 and CAL PDZ FP 1.7.
NC(=O)CC(NC(=O)Cc1ccc(Cl)cc1)c1ccc(NCCN2CCOCC2)c([N+](=O)[O-])c1 (configuration not stated) was read as Keap1 Nrf2 FP -6.6, HTR5A inv ctr -23.3, cardiac RTF act 4.9, RTF Ca sens inh -6.3, C-LANA FP 1.4, MOR-DOR ag -2.8, MOR-DOR inv ag 16.2, V-ATPase pHluor -3.7, HTR5A ag ctr 7.9 and CAL PDZ FP -0.5.
`CC(OC(=O)c1ccc(NS(=O)(=O)c2ccc3[nH]c(=O)[nH]c3c2)cc1)C(=O)Nc1cccc(Cl)c1Cl` (configuration not stated) gave Keap1 Nrf2 FP -2.8, HTR5A inv ctr -6.9, cardiac RTF act 1.4, RTF Ca sens inh -5.7, C-LANA FP 1.1, MOR-DOR ag -2.1, MOR-DOR inv ag 10.8, V-ATPase pHluor -3.7, HTR5A ag ctr 2.0 and CAL PDZ FP -0.4.
Screening CCN1CCN(S(=O)(=O)c2ccc(Cl)c(C(=O)NCc3nc4ccccc4[nH]3)c2)CC1 returned Keap1 Nrf2 FP -1.4, HTR5A inv ctr 1.5, cardiac RTF act -5.9, RTF Ca sens inh 1.7, C-LANA FP -0.2, MOR-DOR ag -1.4, MOR-DOR inv ag 7.5, V-ATPase pHluor 1.6, HTR5A ag ctr -0.4 and CAL PDZ FP 1.4.
For CC(Oc1ccc(Cl)cc1Cl)C(=O)NNC(=O)[C@@H]1CCCC[C@@H]1C(=O)O (some centres not stated) the results were Keap1 Nrf2 FP -0.4, HTR5A inv ctr 15.2, cardiac RTF act -3.3, RTF Ca sens inh -1.9, C-LANA FP 1.0, MOR-DOR ag -1.2, MOR-DOR inv ag 5.1, V-ATPase pHluor 2.2, HTR5A ag ctr -5.9 and CAL PDZ FP -4.4.
Screening COC(=O)c1ccc(CSc2nnc(-c3ccncc3)o2)o1 returned Keap1 Nrf2 FP 1.6, HTR5A inv ctr 12.2, cardiac RTF act -7.1, RTF Ca sens inh -1.9, C-LANA FP -1.6, MOR-DOR ag -3.9, MOR-DOR inv ag 19.7, V-ATPase pHluor -1.8, HTR5A ag ctr 2.1 and CAL PDZ FP -0.5.
For CCOC(=O)/C(=N/Nc1ccccc1OC)N1CCCc2ccccc21 the results were Keap1 Nrf2 FP -0.9, HTR5A inv ctr -3.4, cardiac RTF act -4.9, RTF Ca sens inh 3.5, C-LANA FP -2.2, MOR-DOR ag 1.3, MOR-DOR inv ag -6.3, V-ATPase pHluor -3.0, HTR5A ag ctr 4.4 and CAL PDZ FP 0.4.
For CCOC(=O)c1c(NC(C)=O)sc2c1CCC(C=NCCCN(CC)CC)=C2Sc1ccccc1 the results were Keap1 Nrf2 FP -4.5, HTR5A inv ctr -43.7, cardiac RTF act 2.2, RTF Ca sens inh -18.1, C-LANA FP 1.3, MOR-DOR ag 0.6, MOR-DOR inv ag -3.6, V-ATPase pHluor -4.2, HTR5A ag ctr -0.5 and CAL PDZ FP -4.3.

High-throughput results deposited in PubChem by several laboratories.
